From PubChem BioAssay
ROC1-CUL1 inh = blocks human RBX1-Cullin-1 di-ubiquitin formation. P62877+Q13616. inhibition, % at 10 µM. in vitro K48 di-Ub FRET, acceptor:donor ratio, 45 min. hit rate 0.6% among 140,000. AID 1347404; in the data active = inhibition above about 25%
Target sequence (P62877 whole entry, looked up): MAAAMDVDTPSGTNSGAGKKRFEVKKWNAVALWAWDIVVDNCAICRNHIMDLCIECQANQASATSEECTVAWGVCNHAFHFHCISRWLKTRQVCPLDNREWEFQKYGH
Target sequence (Q13616 whole entry, looked up): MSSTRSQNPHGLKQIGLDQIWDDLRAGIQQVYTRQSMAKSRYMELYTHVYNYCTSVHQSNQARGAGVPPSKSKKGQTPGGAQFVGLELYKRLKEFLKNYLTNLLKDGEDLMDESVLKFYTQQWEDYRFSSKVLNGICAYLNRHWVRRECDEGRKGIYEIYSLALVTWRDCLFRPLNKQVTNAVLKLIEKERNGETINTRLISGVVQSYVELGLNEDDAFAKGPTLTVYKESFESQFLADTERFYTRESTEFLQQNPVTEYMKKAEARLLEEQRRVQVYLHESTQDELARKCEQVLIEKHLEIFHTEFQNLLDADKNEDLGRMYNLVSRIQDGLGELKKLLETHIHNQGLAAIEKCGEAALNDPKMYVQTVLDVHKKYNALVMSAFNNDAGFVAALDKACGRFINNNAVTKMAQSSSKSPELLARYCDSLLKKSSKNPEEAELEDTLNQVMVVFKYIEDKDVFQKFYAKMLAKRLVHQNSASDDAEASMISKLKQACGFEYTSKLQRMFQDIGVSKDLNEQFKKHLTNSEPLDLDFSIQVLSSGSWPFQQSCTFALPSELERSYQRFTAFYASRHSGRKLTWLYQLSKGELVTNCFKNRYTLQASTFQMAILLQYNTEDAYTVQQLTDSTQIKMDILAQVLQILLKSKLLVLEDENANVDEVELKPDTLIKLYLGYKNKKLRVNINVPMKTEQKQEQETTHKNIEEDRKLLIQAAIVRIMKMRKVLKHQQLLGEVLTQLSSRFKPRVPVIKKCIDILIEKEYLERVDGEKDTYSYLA
Starred values were filed as active, the others as inactive. Not all compounds are listed; rates above refer to the full screens.

A first look (5 entries):
Results for COc1ccc(NC(=O)c2c(NCc3cccs3)sc3c2CCCCC3)cc1 ?
ROC1-CUL1 inh: -2

How did CC(=O)Nc1ccc(NS(=O)(=O)c2ccc3c(c2)CC(C)N3C(=O)C2CCC2)cc1 (configuration not stated) do in these assays?
ROC1-CUL1 inh: -5

How did COC(=O)c1cccc(NC(=O)c2cccc(C(F)(F)F)c2)c1 do in these assays?
ROC1-CUL1 inh: -10

What do the screens show for `COc1ccc(NC(=O)[C@H](Cc2ccccc2)N2Cc3ccccc3C2=O)cc1OC`?
ROC1-CUL1 inh: -3

How did Brc1ccc(SCc2cn3ccccc3n2)cc1 do in these assays?
ROC1-CUL1 inh: -1

This part in full, repeating the preview:
Results for COc1ccc(NC(=O)c2c(NCc3cccs3)sc3c2CCCCC3)cc1 ?
ROC1-CUL1 inh: -2

How did CC(=O)Nc1ccc(NS(=O)(=O)c2ccc3c(c2)CC(C)N3C(=O)C2CCC2)cc1 (configuration not stated) do in these assays?
ROC1-CUL1 inh: -5

How did COC(=O)c1cccc(NC(=O)c2cccc(C(F)(F)F)c2)c1 do in these assays?
ROC1-CUL1 inh: -10

What do the screens show for `COc1ccc(NC(=O)[C@H](Cc2ccccc2)N2Cc3ccccc3C2=O)cc1OC`?
ROC1-CUL1 inh: -3

How did Brc1ccc(SCc2cn3ccccc3n2)cc1 do in these assays?
ROC1-CUL1 inh: -1

What do the screens show for `COC(=O)C(=O)C(C(=O)OC)C(C(=O)OC)C(=Nc1ccc(OC)cc1)C(=O)OC` (configuration not stated)?
ROC1-CUL1 inh: 1

How did O=C(/C=C/c1c(Cl)cccc1Cl)NN1CCOCC1 do in these assays?
ROC1-CUL1 inh: -3

Results for Cc1ccc(CC2=NC(=O)N(Cc3ccccc3)C2=O)s1 ?
ROC1-CUL1 inh: -5

How did COc1cccc(-c2cc(C(F)(F)F)nc(-n3nc(C)c(Br)c3C)n2)c1 do in these assays?
ROC1-CUL1 inh: 5

How did Cc1ccc(C)c(N2CCN(C(=O)CN3C(=O)CSc4c3c(C)nn4-c3ccccc3)CC2)c1 do in these assays?
ROC1-CUL1 inh: 4

What do the screens show for `CC(Oc1ccc(Cl)cc1Cl)C(=O)NNC(=O)[C@@H]1CCCC[C@@H]1C(=O)O` (some centres not stated)?
ROC1-CUL1 inh: -6

Results for Cc1ccc(Nc2c3c(nc4nncn24)CCC3)cc1C ?
ROC1-CUL1 inh: -3

What do the screens show for `CC1(C)C(=O)N(CC(=O)Nc2cccc(F)c2)c2ccc(S(=O)(=O)N3CCCCC3)cc21`?
ROC1-CUL1 inh: 3

Results for COc1ccc(-n2c(=O)c3c(C)c(C)sc3n(Cc3ccc(F)cc3)c2=O)c(OC)c1 ?
ROC1-CUL1 inh: 3

Results for CCC1CN(C(=O)N2CCC(C(=O)NCc3cccc(F)c3)CC2)c2cc(C)ccc2O1 (configuration not stated) ?
ROC1-CUL1 inh: -5

What do the screens show for `COC(=O)CON1C(=O)c2ccccc2C1=O`?
ROC1-CUL1 inh: 3

What do the screens show for `N#Cc1c(-c2ccc(Cl)cc2Cl)csc1NC(=O)CC12CC3CC(CC(C3)C1)C2`?
ROC1-CUL1 inh: -7

How did Cn1ncc(Br)c1C(=O)NCc1ccncc1 do in these assays?
ROC1-CUL1 inh: -1

How did CCC1CCc2nc3sc(C(=O)NC(C)C45CC6CC(CC(C6)C4)C5)c(N)c3cc2C1 (configuration not stated) do in these assays?
ROC1-CUL1 inh: -5

Results for CC1=C(C)CC2C(=O)N(c3ccccc3Cl)C(=O)C2C1 (configuration not stated) ?
ROC1-CUL1 inh: 3

What do the screens show for `NC(=O)CCNc1ccccc1NCCC(N)=O`?
ROC1-CUL1 inh: -12

Results for Cc1cc(=O)[nH]c(SCC(=O)N2CCN(c3ccc(F)cc3)CC2)n1 ?
ROC1-CUL1 inh: -6

What do the screens show for `CCCn1nccc1NC(=O)Cn1cc(-c2c[nH]c3c(C)cccc23)cn1`?
ROC1-CUL1 inh: 13

How did c1ccc(NNC2=Nc3ccccc3CCC2)cc1 do in these assays?
ROC1-CUL1 inh: -2

Results for CCOCCn1c(=O)c2c(nc3n(-c4cccc(C)c4)c(C)cn23)n(C)c1=O ?
ROC1-CUL1 inh: -1

What do the screens show for `Cc1cccc(NC(=O)c2nnn(-c3ccc(C)c(C)c3)c2C)c1`?
ROC1-CUL1 inh: -3

How did Cn1cc(C(c2ccco2)c2cn(C)c3ccccc23)c2ccccc21 do in these assays?
ROC1-CUL1 inh: -14

What do the screens show for `CSc1nnc(-c2cc(C)on2)n1-c1ccc(C)cc1`?
ROC1-CUL1 inh: -1

How did COc1ccc(Br)cc1C(=O)Nc1ccc(-c2nc3ncccc3o2)cc1C do in these assays?
ROC1-CUL1 inh: -3

How did CCc1[nH]nc2c1C(c1ccc(C)o1)C(C#N)C(=N)O2 (configuration not stated) do in these assays?
ROC1-CUL1 inh: 3

Results for CCOC(=O)C1=C(C)n2c(s/c(=C/c3ccc4c(c3)OCO4)c2=O)=NC1c1cc(OC)ccc1O (configuration not stated) ?
ROC1-CUL1 inh: 2

What do the screens show for `COC(=O)CCCC(=O)N1CCCC(CNC(=O)c2cc(OC)cc(OC)c2)C1` (configuration not stated)?
ROC1-CUL1 inh: -2

What do the screens show for `O=C1/C(=C\c2ccc(C(F)(F)F)cc2)SC(=S)N1c1ccccc1`?
ROC1-CUL1 inh: 0

How did Cc1cc(C)c(C#N)c(SCCC(=O)Nc2ccc(F)cc2)n1 do in these assays?
ROC1-CUL1 inh: -9

How did COc1ccc(CCN2C(=O)CSC2c2ccccc2[N+](=O)[O-])cc1OC (configuration not stated) do in these assays?
ROC1-CUL1 inh: 4

How did COc1ccc(NC(=O)Cn2nc(C)c3nn(-c4ccc(Cl)cc4)c(C)c3c2=O)cc1 do in these assays?
ROC1-CUL1 inh: -3

Results for CC1(C)OC(=O)C(C2(c3ccccc3)C3CC4CC(C3)CC2C4)C(=O)O1 (configuration not stated) ?
ROC1-CUL1 inh: -4

Results for NC(=O)C1CCCN(C(=O)CC2(c3ccccc3)CC(=O)N(CCCOc3cccnc3)C2=O)C1 (configuration not stated) ?
ROC1-CUL1 inh: 12

Results for COc1cc(CN2Cc3ccccc3OC(c3ccccc3F)C2)cc(OC)c1OC (configuration not stated) ?
ROC1-CUL1 inh: -3

How did COc1cc(Cl)c(CN2CCCC(CNS(=O)(=O)N(C)C)C2)cc1OC (configuration not stated) do in these assays?
ROC1-CUL1 inh: -8

What do the screens show for `CC1=NN(C2NS(=O)(=O)C3CCCCC23)C(C)(O)C1` (configuration not stated)?
ROC1-CUL1 inh: -2

Results for COc1ccc(S(=O)(=O)NC2CCCC2)cc1C(C)C ?
ROC1-CUL1 inh: 3

How did COc1coc(C(O)CN)cc1=O (configuration not stated) do in these assays?
ROC1-CUL1 inh: 3

How did CCNC(=O)c1cn(CC(C)C)cc(C(=O)N(C)Cc2ccccc2)c1=O do in these assays?
ROC1-CUL1 inh: 1

How did CC(=O)c1ccc(NC(=O)c2ccc(-c3nc(CSc4ccc(C)cc4)c(C)o3)cc2)cc1 do in these assays?
ROC1-CUL1 inh: -2

Results for CCC(C)Sc1c(C(C)C)cnc2c1c(=O)n(C)c(=O)n2C (configuration not stated) ?
ROC1-CUL1 inh: -4

What do the screens show for `CCCNC(=O)C1CC(=O)N(c2ccc(NC(C)=O)cc2)C1` (configuration not stated)?
ROC1-CUL1 inh: -10

Results for CN(C(=O)CC1(c2ccccc2Cl)CC(=O)N(C2CCCC2)C1=O)C(C1CC1)C1CC1 (configuration not stated) ?
ROC1-CUL1 inh: 5

How did CC1=NC(C)=C(C(=O)OC/C=C/c2ccccc2)C(c2cccc([N+](=O)[O-])c2)C1C(=O)OCCNC(=O)c1ccccc1O (configuration not stated) do in these assays?
ROC1-CUL1 inh: -10

What do the screens show for `N#CC1C(=N)C(C#N)(C#N)[C@H](c2ccc(F)c(F)c2)[C@H]2CN(C(=O)OCc3ccccc3)CC=C12` (some centres not stated)?
ROC1-CUL1 inh: -7

Results for N=C1CC(=O)N=C(SCCOc2ccccc2)N1c1ccccc1 ?
ROC1-CUL1 inh: 18

How did O=C1C=CC=CC(C(=O)/C=C/c2ccc(C(F)(F)F)cc2)C1=O (configuration not stated) do in these assays?
ROC1-CUL1 inh: -5

Results for CC(=O)c1c(C)nn(CCC(=O)N2CCCC2c2ccc(C(N)=O)s2)c1C (configuration not stated) ?
ROC1-CUL1 inh: -3

How did Cc1ccc2occ(CC(=O)Nc3c(C(=O)Nc4ccc(Cl)cc4)oc4ccccc34)c2c1 do in these assays?
ROC1-CUL1 inh: -3

What do the screens show for `CCC1CCCCN1CCCNC(=O)c1c(C)oc2ncn(CC(C)C)c(=O)c12` (configuration not stated)?
ROC1-CUL1 inh: 3

What do the screens show for `CCC(=O)Nc1nnc(SCC(=O)c2ccc(Cl)cc2)s1`?
ROC1-CUL1 inh: 4

How did CCN(CC1CCCN(CCc2cccc(F)c2)C1)C(=O)COC (configuration not stated) do in these assays?
ROC1-CUL1 inh: 6

Results for O=C(c1cc(F)c(F)cc1Cl)N1CCCc2ccccc21 ?
ROC1-CUL1 inh: -16

Results for CC(C)(C)c1cc(Sc2c(F)c(F)nc(N3CCOCC3)c2F)cc(C(C)(C)C)c1O ?
ROC1-CUL1 inh: 6

How did C=CCNC(=O)[C@H]1C[C@@](C)(C(=O)OC)N(C)[C@H]1c1ccccc1Cl do in these assays?
ROC1-CUL1 inh: 0

How did CC1=NC(=O)NC(c2ccc(F)cc2)C1C(=O)Nc1ccc(C)cc1 (configuration not stated) do in these assays?
ROC1-CUL1 inh: 4

How did O=C(Cn1nc(N2CCN(c3ccccc3)CC2)ccc1=O)NCc1ccccc1F do in these assays?
ROC1-CUL1 inh: 0

How did N#CC(Cl)(Cl)C(c1ccccc1)N(Cc1ccccc1)Cc1ccccc1 (configuration not stated) do in these assays?
ROC1-CUL1 inh: 8

What do the screens show for `COc1ccc(-c2nnc(SC(C)C(=O)O)o2)cc1` (configuration not stated)?
ROC1-CUL1 inh: -4

What do the screens show for `COC1CCCN(C(=O)c2ccc(OC3CCN(C(=O)c4cccnc4)CC3)cc2)C1` (configuration not stated)?
ROC1-CUL1 inh: -3

How did COc1cc(C(=O)Oc2cccc(OC(=O)c3cc(OC)c(OC)c(OC)c3)c2)cc(OC)c1OC do in these assays?
ROC1-CUL1 inh: 9

What do the screens show for `CN(Cc1ccon1)C(=O)C1CC(Cc2ccc(F)cc2)=NO1` (configuration not stated)?
ROC1-CUL1 inh: -5

How did CCOC(=O)c1ccc(NC(=O)Cc2ccc(-n3c(CC)nc4cccnc43)cc2)cc1 do in these assays?
ROC1-CUL1 inh: -2

How did CC(C)OCCCNc1sc(S(=O)(=O)c2ccccc2)nc1S(=O)(=O)c1ccc(Cl)cc1 do in these assays?
ROC1-CUL1 inh: -9

How did O=C(Cc1ccc(Cl)cc1)Nc1ccc2nn(-c3ccccc3)nc2c1 do in these assays?
ROC1-CUL1 inh: -1

How did CCn1c(C(=O)NCc2cc(Br)ccc2OC)cc2oc3ccccc3c21 do in these assays?
ROC1-CUL1 inh: -6

What do the screens show for `CCOc1c(Cl)cc(C(=O)N(Cc2ccc(N(C)C)cc2)Cc2ccco2)cc1Cl`?
ROC1-CUL1 inh: -4

Results for O=C1CC(N2CCN(C/C=C/c3ccccc3)CC2)C(=O)N1c1ccc(-c2nc3ccccc3o2)cc1 (configuration not stated) ?
ROC1-CUL1 inh: -2

What do the screens show for `Cc1oc(-c2ccccc2NC(=O)CCOc2ccccc2)nc1CNC(=O)c1ccc(F)cc1F`?
ROC1-CUL1 inh: -9

Results for Cc1ccn2c(C(=O)N/N=C/c3cn(-c4ccccc4)nc3-c3cccs3)c(C)nc2c1 ?
ROC1-CUL1 inh: 5

As a working copy, some entries already given:
How did N#CC(Cl)(Cl)C(c1ccccc1)N(Cc1ccccc1)Cc1ccccc1 (configuration not stated) do in these assays?
ROC1-CUL1 inh: 8

What do the screens show for `COc1ccc(-c2nnc(SC(C)C(=O)O)o2)cc1` (configuration not stated)?
ROC1-CUL1 inh: -4

What do the screens show for `COC1CCCN(C(=O)c2ccc(OC3CCN(C(=O)c4cccnc4)CC3)cc2)C1` (configuration not stated)?
ROC1-CUL1 inh: -3

Additional records:
What do the screens show for `COc1ccccc1CNS(=O)(=O)c1ccc(-c2cnc(C3CC3)o2)cc1`?
ROC1-CUL1 inh: -12

What do the screens show for `CCn1c(-c2ccc(C)cc2)nn(CC(=O)NCCc2ccccc2)c1=S`?
ROC1-CUL1 inh: 3

What do the screens show for `CC(CN1C(=O)CCC1CCNCc1cc2c(cc1Cl)OCO2)c1ccccc1` (configuration not stated)?
ROC1-CUL1 inh: -2

What do the screens show for `Cc1nc(C2CCN(Cc3cnc(N4CCOCC4)nc3)CC2)cc(=O)[nH]1`?
ROC1-CUL1 inh: -5

Results for COc1ccc(OC)c(C2C3=C(N=C4CC(C)(C)CC(=O)C42)c2ccccc2C3=O)c1 (configuration not stated) ?
ROC1-CUL1 inh: 3

What do the screens show for `O=C(COc1ccc(F)cc1)Nc1ccc(S(=O)(=O)N(Cc2ccccc2)c2ccccc2)cc1`?
ROC1-CUL1 inh: -5
